# cardiac RTF act = cardiac RTF calcium sensitization; IANBD-labeled TnC RTF fluorescence at EC20 calcium; 0% EC20 calcium, 100% full calcium; activation, % at 7.2 µM; actives 0.24% (n = 340,000); AID 493008;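 active = activation above the mean over all tested compounds plus 3 SD, cut at about 30% in these data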;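 note: rise in fluorescence read as greater calcium sensitivity of cardiac thin filaments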
# Keap1-Nrf2 PPI = Keap1-Nrf2 (human) interaction inhibition; Keap1 Kelch-Nrf2 peptide fluorescence polarization, 1536-well; inhibition, % at 9.4 µM; actives 0.15% (n = 340,000); in the data active = inhibition above about 12%;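 note: human Keap1 Kelch domain with fluorescein labeled Nrf2 9mer peptide probe; 0% = neutral control wells and 100% = peptide positive control; higher means more block of Keap1 binding to Nrf2 peptide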
# Target sequence (Q14145 whole entry, looked up, the tested form may be a part): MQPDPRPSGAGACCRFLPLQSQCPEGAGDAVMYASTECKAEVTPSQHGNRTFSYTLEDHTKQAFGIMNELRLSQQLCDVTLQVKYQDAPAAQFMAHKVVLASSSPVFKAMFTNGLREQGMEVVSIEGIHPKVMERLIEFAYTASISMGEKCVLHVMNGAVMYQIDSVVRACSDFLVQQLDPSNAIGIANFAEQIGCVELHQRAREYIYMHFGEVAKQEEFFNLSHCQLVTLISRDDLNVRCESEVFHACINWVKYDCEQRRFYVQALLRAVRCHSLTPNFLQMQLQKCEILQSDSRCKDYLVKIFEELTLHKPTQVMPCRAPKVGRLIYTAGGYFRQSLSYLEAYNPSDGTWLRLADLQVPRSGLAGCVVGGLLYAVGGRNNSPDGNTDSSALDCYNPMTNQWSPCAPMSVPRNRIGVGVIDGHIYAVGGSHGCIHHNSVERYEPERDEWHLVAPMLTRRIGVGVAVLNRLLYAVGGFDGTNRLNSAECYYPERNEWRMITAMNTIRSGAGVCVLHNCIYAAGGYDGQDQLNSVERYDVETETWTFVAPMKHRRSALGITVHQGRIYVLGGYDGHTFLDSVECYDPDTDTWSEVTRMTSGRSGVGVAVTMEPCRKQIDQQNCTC
# CDK5 p35 inh = blocks human CDK5/p35 kinase activity; Q00535+Q15078; Recombinant CDK5/p35, ADP-Glo luminescence, 60 min; inhibition, % at 10 µM; actives 0.01% (n = 330,000); AID 488839;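 active = highest replicate inhibition of at least 50% and at least 75% of replicates reaching 50%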;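 note: plate controls were DMSO neutral control for no effect and GW8510 at 10 µM for full effect; many of its hits are not listed in these tables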
# PvdQ inh = P. aeruginosa PvdQ acylase inhibition. actives 0.063% (n = 340,000). purified PvdQ acylase, fluorescence plate reader. inhibition, % at 10 µM; in the data active = inhibition above about 30%, passing the limit was not always enough;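 note: 0% = vehicle neutral wells and 100% = reference inhibitor wells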
# LANA DNA inh = KSHV C-LANA DNA binding inhibition. inhibition, % at 9 µM. actives 0.078% (n = 340,000). MBP-C-LANA/FAM-LBS DNA binding, fluorescence polarization;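 active = highest replicate inhibition at or above 60% at 9 µM, even if other replicates fall short; inactive = all replicates below 60% inhibition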;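 note: 0% = neutral control wells and 100% = 4 µM acridine orange control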
# dFosB activator = mouse delta FosB homodimer activation | activation, % at 25 µM | purified delta FosB, TAMRA-CDK5 oligo fluorescence polarization; percent of positive-control signal above neutral wells | P13346 | AID 493131 | actives 0.99% (n = 340,000);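 active = mean activation above about 17%, with every replicate also reaching it, limit read from the data, passing the limit was not always enough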;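 note: fluorescence polarization rise as delta FosB binds a TAMRA Cdk5 AP-1 oligo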
# PfHsp90 yeast 2 = growth inhibition of yeast expressing Plasmodium Hsp90; S. cerevisiae expressing PfHsp90, BacTiter-Glo ATP, 48 h; yeast lacking PDR1 and PDR3 efflux regulators; inhibition, % at 9.4 µM; actives 0.32% (n = 310,000); AID 504621;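 active = every replicate shows inhibition above about 80%, whatever the replicate mean, limit read from the data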;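 note: 0% = DMSO neutral controls and 100% = 20 µM radicicol positive controls; yeast relying on Plasmodium falciparum Hsp90 in place of its own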
# Cardiac RTF inh = cardiac RTF calcium desensitization; actives 0.12% (n = 340,000); AID 493244; P19429+P45379; inhibition, % at 7.15 µM; IANBD-labeled cardiac RTF, Ca2+ fluorescence;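 active = inhibition above the mean inhibition of all tested compounds plus 3 SD, cut at about 17% in these data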;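 note: assay run at fixed EC70 calcium of 1.6 mM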
# NSD2 HMT inh = NSD2 (human) methyltransferase inhibition; NSD2 peptide methylation, AlphaScreen, 120 min; actives 0.54% (n = 310,000); inhibition, % at 12.5 µM; in the data active = inhibition above about 50%
# Mot1-301 SUMO = blocks SUMOylation pathway, rescuing yeast Mot1-301 growth. S. cerevisiae Mot1-301 growth rescue, ATP luminescence, 38.5C; percent above DMSO median, 100 means doubled. growth rescue, % at 18.8 µM. actives 1% (n = 320,000);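 active = every valid replicate shows activation above 250% relative to neutral control wells; inactive = the rest, any valid replicate at or below 250%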;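 note: OY570 slx delta 5 strain wells were the positive control but not used for scaling; some compounds called inactive have numbers as strong as hits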
# Rtt109 Vps75 = inhibitors of Candida albicans Rtt109/Vps75 histone acetyltransferase | Q5AAJ8 | purified Rtt109/Vps75, ThioGlo CoA-SH fluorescence, 4 h | inhibition, % at 34.9 µM | actives 0.16% (n = 330,000) | AID 540336;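 active = inhibition of at least 50% in every replicate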
# Target sequence (Q5AAJ8 whole entry, looked up): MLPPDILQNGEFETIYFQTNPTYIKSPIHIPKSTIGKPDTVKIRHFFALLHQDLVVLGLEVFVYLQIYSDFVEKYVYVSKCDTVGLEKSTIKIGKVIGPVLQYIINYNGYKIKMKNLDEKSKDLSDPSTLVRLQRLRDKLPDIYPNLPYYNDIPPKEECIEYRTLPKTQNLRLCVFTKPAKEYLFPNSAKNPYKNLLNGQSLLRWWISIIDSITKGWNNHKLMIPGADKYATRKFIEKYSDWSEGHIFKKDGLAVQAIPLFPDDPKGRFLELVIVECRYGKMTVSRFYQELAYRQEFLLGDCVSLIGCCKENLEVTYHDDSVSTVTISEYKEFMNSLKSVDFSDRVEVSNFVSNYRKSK
# * marks the source's active call; other numbers are inactive results; x = no result given.
SMILES,cardiac RTF act,Keap1-Nrf2 PPI,CDK5 p35 inh,PvdQ inh,LANA DNA inh,dFosB activator,PfHsp90 yeast 2,Cardiac RTF inh,NSD2 HMT inh,Mot1-301 SUMO,Rtt109 Vps75
C/C(=N\NC(=O)C(N)=O)c1cccc([N+](=O)[O-])c1,3,-4,0.2,-6,-0.4,-2,2,-4,-1,8,-9
COc1ccccc1NC(=O)Cn1nc(-c2ccc3c(c2)OCCO3)ccc1=O,2,1,0.8,-5,-1.1,-11,-16,-5,-2,-5,-8
O=C(NC1CCCC1)c1cnn2c(C(F)(F)F)cc(-c3ccco3)nc12,-10,-3,3.6,-4,-4.7,-5,-12,0,-5,2,-91
COc1ccc(Cn2c(=S)[nH]c3cc(C(=O)N4CCCCC4)ccc3c2=O)cc1,-7,2,2.6,-1,-0.2,68*,-7,-16,2,6,7
Clc1ccc2c(N/N=C/c3cccc(Br)c3)ccnc2c1,-14,6,-0.5,9,-0.9,52*,-23,2,1,24,-11
O=c1c2ccccc2c(-c2ccc(O)cc2)nn1-c1cccc(C(F)(F)F)c1,0,-3,2.8,-4,-0.1,0,8,0,-2,3,8
COc1ccc(N(C)C(=O)c2cn(CC(C)C)c(=O)c3cc(OC)c(OC)cc23)c(OC)c1,-6,6,1.6,2,-2.1,-1,-10,-12,23,106,-3
O=C(CCN1C(=O)/C(=C/c2ccccc2Cl)SC1=S)NC1=NCCS1,-6,1,-1.4,-8,1.4,-4,-24,3,2,2,-3
CCCn1c(N)c(C(=O)COC(=O)CNC(=O)c2ccc(C)c(C)c2)c(=O)n(C)c1=O,-4,-6,0.7,-10,-0.9,-7,4,-10,0,x,-4
O=C(NCC1CCCO1)c1cccc2c1C(=O)c1ccc(N3CCC(Cc4ccccc4)CC3)cc1S2(=O)=O (centres undefined),61*,0,-0.3,3,5.9,12,6,-162,x,-10,-6
CCN(CC)C(=O)Oc1nnc(SC(C)C)n1-c1ccc(Cl)c(Cl)c1,9,-3,-6.0,10,-2.1,-8,1,-12,-4,-7,10
O=C(CCN1C(=O)[C@@H]2Cc3ccccc3CN2C1=O)N[C@H](Cc1ccccc1)C(=O)O,-3,-3,-2.4,-10,-4.2,-11,6,-16,x,81,-2
Cc1ccc[n+](-c2nc([O-])sc2C=O)c1,94*,63*,-0.2,-11,83*,-2,7,-114,10,15,20
CC(C)(C)OC(=O)NCCC(=O)Oc1ccc2ccc(=O)oc2c1,0,-3,2.5,-6,0.0,2,x,-1,x,93,-5
Cc1nc(SCC(=O)Nc2cccc(Cl)c2)n[nH]1,5,-3,0.1,-11,-1.2,-2,15,-8,-2,x,-8

# The list goes on; it opens with the 2 that closed the last part.
SMILES,cardiac RTF act,Keap1-Nrf2 PPI,CDK5 p35 inh,PvdQ inh,LANA DNA inh,dFosB activator,PfHsp90 yeast 2,Cardiac RTF inh,NSD2 HMT inh,Mot1-301 SUMO,Rtt109 Vps75
CC(C)(C)OC(=O)NCCC(=O)Oc1ccc2ccc(=O)oc2c1,0,-3,2.5,-6,0.0,2,x,-1,x,93,-5
Cc1nc(SCC(=O)Nc2cccc(Cl)c2)n[nH]1,5,-3,0.1,-11,-1.2,-2,15,-8,-2,x,-8
Cc1cccn2c(=O)c(/C=C(\C#N)S(=O)(=O)c3ccccc3)c(N3CCC(C(N)=O)CC3)nc12,-2,-7,0.1,-9,1.4,-5,-30,-1,1,183,14
CCc1ccc(C(=O)Nn2cnc3ccccc3c2=O)cc1,-2,-2,-0.3,-13,3.3,2,21,-4,-4,-21,-13
Cc1ccc(C(=O)NC(C)c2ccc(-n3ccnc3)cc2)cc1 (centres undefined),-2,-7,1.0,3,-1.0,-3,11,13,x,-4,6
COc1ccccc1S(=O)(=O)Nc1ccc(S(=O)(=O)Nc2nccs2)cc1,0,1,-0.5,-1,-0.3,-5,0,6,1,4,4
Cc1ccc(C)n1-c1ccc(C(=O)N2CCC(C(N)=O)CC2)cc1,13,-8,-8.5,-11,1.1,-1,-28,-12,0,x,-5
Cc1ccc(NC(=O)Cn2ccc(=O)[nH]c2=O)cc1,1,-2,0.4,-15,-0.6,1,5,-14,3,-6,-2
Cc1nc2c(sc3nc4c(cc32)COC(C)(C)C4)c(=O)n1Cc1ccccc1,1,-2,-0.6,1,0.4,-1,4,-2,0,-7,-1
Cc1cc(C)c(C(N)=O)c(Nc2cccc(Cl)c2)n1,3,4,-0.7,2,0.9,-7,-22,-5,0,15,1
CC1(C)CC(=O)C(C(C2=C(O)CC(C)(C)CC2=O)c2ccc(O)c([N+](=O)[O-])c2)=C(O)C1,3,6,-0.5,12,-1.5,-6,-43,-2,13,-8,17
O=c1[nH]nc(N/N=C/c2ccc(Cl)cc2Cl)c(=O)[nH]1,-6,0,0.2,8,2.4,10,5,6,0,-12,8
COC(=O)C(C)Sc1nc2c(c(-c3ccc(OC)cc3)c1C#N)-c1ccccc1C2=O (centres undefined),-1,4,-0.5,7,-2.1,-16,-9,1,-1,-2,7
COc1ccc(-c2nnc(SCc3cccnc3)o2)cc1,-4,-1,-1.2,-2,0.6,-6,30,-14,1,6,1
CC(C)C(c1nnnn1C1CCCC1)N1CCCCC1 (centres undefined),-8,-2,-2.0,-24,0.6,-6,3,-1,-1,411,0
COc1ccc(C(=O)COC(=O)C(CCSC)NC(=O)COc2ccccc2)c(OC)c1 (centres undefined),-1,1,1.6,-1,-0.1,-5,3,-6,0,3,1
COc1cc2c(cc1OC)C(c1ccccc1[N+](=O)[O-])N(C(C)=O)CC2 (centres undefined),3,-1,-1.8,-11,-1.5,-17,1,-1,-3,384*,4
CC(=O)c1ccc(N2C(=O)[C@@H]3C(C(=O)CCN4C(=O)c5ccccc5C4=O)=NN[C@@H]3C2=O)cc1,6,0,-0.4,3,2.2,0,-2,7,1,-24,-4
O=C(NCc1cccnc1)Nc1ccccc1C(F)(F)F,2,-4,-2.2,5,-4.0,2,16,-5,2,-2,-6
O=C(O)c1ccc([N+](=O)[O-])c(CS(=O)(=O)c2ccccc2)c1,-9,-5,-2.1,-7,-1.8,-8,-13,-1,-1,-4,-5
COc1ccc2c(c1)OC[C@H]1[C@H]2N2C(=O)CN(Cc3ccc(Cl)cc3)C(=O)[C@@]2(C)[C@H]1c1ccccc1,5,-10,-1.6,-19,-0.6,-7,-13,9,x,1,-3
Cc1ccc2cc3cc(C(=O)NCCCN4CCCCCC4)oc3nc2c1,8,-6,-1.4,0,-2.9,-23,14,-17,-5,-4,x
COc1ccc(S(N)(=O)=O)cc1C(=O)NCC1(N2CCCCC2)CCCCC1,2,-2,-0.5,11,1.0,-6,x,0,8,-3,7
Cc1nc(CNC(=O)C2CCC(=O)N(CCc3ccc(Cl)cc3)C2)sc1C (centres undefined),-7,0,4.7,-3,-0.7,-3,-5,3,-1,-9,-12
O=C(COc1ccc(/C=N/NC(=O)c2cc3ccccc3o2)cc1Cl)Nc1ccccc1,-2,3,1.5,-1,0.2,-23,-12,0,x,-24,5
Cn1c(Cl)c(C(=O)Nc2ccc(Cl)cc2)c2ccccc21,-3,1,1.3,9,0.3,1,17,-3,1,0,-8
CCN(C(=O)COC(=O)/C=C/c1ccc(F)cc1)C1CCCCC1,-8,-2,0.1,7,0.7,-2,19,1,0,-3,3
Cn1c(Sc2ccc([N+](=O)[O-])cc2C(F)(F)F)nnc1-c1ccccc1,-5,-3,3.1,-1,-2.4,-7,-25,-7,x,7,6
O=C(CCCc1cccs1)Nc1nc(-c2ccc(F)cc2)cs1,2,0,0.3,-15,0.0,-6,14,-7,-1,2,-2
CS(=O)(=O)c1ccc(C(=O)NCC2(N3CCOCC3)CCCCC2)cc1,4,-4,-0.1,8,3.9,1,10,0,1,-5,3
O=C(NCCN1CCOCC1)c1ccncc1,1,-4,-0.6,-12,-0.1,8,x,6,-1,7,-2
Cc1nc2ccccc2c2oc(C(=O)Nc3ccc(C(C)C)cc3)cc12,1,5,-1.9,4,0.1,14,-2,-10,-2,2,x

# Looked up above.
# cardiac RTF act, O=C(NCCN1CCOCC1)c1ccncc1 is entered as 1
# CDK5 p35 inh, CS(=O)(=O)c1ccc(C(=O)NCC2(N3CCOCC3)CCCCC2)cc1 is entered as -0.1
# cardiac RTF act, Cn1c(Sc2ccc([N+](=O)[O-])cc2C(F)(F)F)nnc1-c1ccccc1 is entered as -5
# Rtt109 Vps75, O=C(O)c1ccc([N+](=O)[O-])c(CS(=O)(=O)c2ccccc2)c1 is entered as -5
# Mot1-301 SUMO, CC(=O)c1ccc(N2C(=O)[C@@H]3C(C(=O)CCN4C(=O)c5ccccc5C4=O)=NN[C@@H]3C2=O)cc1 is entered as -24
# cardiac RTF act, COc1ccc2c(c1)OC[C@H]1[C@H]2N2C(=O)CN(Cc3ccc(Cl)cc3)C(=O)[C@@]2(C)[C@H]1c1ccccc1 is entered as 5

# (cont.)
SMILES,cardiac RTF act,Keap1-Nrf2 PPI,CDK5 p35 inh,PvdQ inh,LANA DNA inh,dFosB activator,PfHsp90 yeast 2,Cardiac RTF inh,NSD2 HMT inh,Mot1-301 SUMO,Rtt109 Vps75
Cn1nccc1C(=O)N(CCN1CCCCC1)CC1CCCN(C2CCCC2)C1 (centres undefined),-5,3,0.1,-12,2.2,-3,-1,-3,0,-13,-2
O=C(O)c1cn(-c2ccccc2)nc1-c1ccc(F)cc1,-6,1,-0.3,-7,-1.0,-3,-18,-1,-2,-11,-9
COc1ccc(S(=O)(=O)NC2CC(C)(C)NC(C)(C)C2)cc1,-1,1,-1.5,-11,0.6,5,-9,-4,-9,149,-3
O=C(CSc1nnc(COc2ccccc2)n1Cc1ccco1)c1ccc(F)cc1,-1,-4,-3.8,-10,-1.3,-8,x,-6,0,-2,-5
COCC(=O)NCc1ccc2c(c1)cc(C)n2C,-1,-2,0.8,6,4.0,-5,1,-5,4,11,3
COc1ccc(NC(=O)C(C)N2CCN(C)CC2)cc1 (centres undefined),-10,2,-0.7,-12,-1.7,-6,-6,-2,0,-14,-9
CCOC(=O)C1=C(C)NC2=C(C1c1ccc([N+](=O)[O-])cc1)S(=O)(=O)c1ccccc12 (centres undefined),-3,0,0.1,-13,0.2,2,-23,-3,-1,5,-4

# High-throughput results as filed in PubChem BioAssay.
